Source: PubChem (National Center for Advancing Translational Sciences (NCATS))
HP1b chromo inh: blocks HP1-beta chromodomain binding to methylated histone tails; AlphaScreen HP1-beta / biotin-H3K9me3 peptide binding; Potency, µM (top dose mostly 114 µM), inactives show at the highest dose activity change, negative = inhibition, most hits filed as inhibitors; hit rate 0.56% among 390,000; note: potency is the fitted concentration of half-maximal effect; nearly all actives have a fitted effect of over 70% in size; inactives centre near 23
Target sequence (P83916 whole entry, looked up): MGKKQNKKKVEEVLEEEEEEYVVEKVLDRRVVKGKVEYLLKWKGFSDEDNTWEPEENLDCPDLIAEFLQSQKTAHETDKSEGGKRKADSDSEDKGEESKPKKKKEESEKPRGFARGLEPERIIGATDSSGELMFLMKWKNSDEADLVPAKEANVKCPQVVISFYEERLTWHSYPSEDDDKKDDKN
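Compound inhibition of the preformed complex between 50 nM HP1-beta and 50 nM biotinylated H3K9me3 peptide was read by AlphaScreen. Buffer was PBS pH 7.4 with 0.01% Tween-20. Incubations ran 30 min at room temperature, with 10 ug/mL donor/acceptor beads.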
Tb PGK inh: T. brucei PGK inhibition | PGK/GAPDH coupled, Kinase-Glo luminescence, 60 min | Potency, µM (top dose mostly 57.5 µM), for inactives: at the top dose activity change, negative = inhibition, hits mostly inhibitors | hit rate 0.043% among 380,000 | AID 602233; note: potency is the fitted concentration of half-maximal effect; % is set by controls: 0 for no effect and ±100 for the full control effect; nearly all actives have a fitted effect of over 60% in size
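Recombinant glycosomal PGK reaction used 1,3-bisphosphoglycerate generated in-well by GAPDH (100nM final) in 100mM TEA pH 7.6, 5mM MgCl2, 0.01% Tween-20. After 60 minutes at room temperature, ATP was read by Kinase-Glo Plus luminescence end-point.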
GLS inhibitor: blocks human kidney-isoform glutaminase activity. hit rate 0.21% among 410,000. Potency, µM (doses to about 45.5 µM), without a hit: top-dose activity change, negative = inhibition, hits mostly inhibitors. O94925. GLS enzymatic activity, qHTS titration. AID 624170; note: potency is the fitted concentration of half-maximal effect; % is set by controls: 0 for no effect and ±100 for the full control effect
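Compounds were pin-transferred onto hKGA, after which L-glutamine (1 mM solution) and a detection mix of glutamate oxidase, HRP and Amplex Red were added. Initial and 30 min RT fluorescence reads were collected.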
G9a inh: G9a (human) methyltransferase inhibition; G9a H3K9 monomethylation, AlphaScreen, 2 h; Potency, µM (titrated, usually from 102 µM), for inactives: top-dose activity, negative = inhibition, hits mostly inhibitors; hit rate 8.8% among 350,000; AID 504332; note: potency is the fitted concentration of half-maximal effect; % is set by controls: 0 for no effect and ±100 for the full control effect; nearly all actives have a fitted effect of over 75% in size
Target sequence (Q96KQ7 913-1193 limits assumed): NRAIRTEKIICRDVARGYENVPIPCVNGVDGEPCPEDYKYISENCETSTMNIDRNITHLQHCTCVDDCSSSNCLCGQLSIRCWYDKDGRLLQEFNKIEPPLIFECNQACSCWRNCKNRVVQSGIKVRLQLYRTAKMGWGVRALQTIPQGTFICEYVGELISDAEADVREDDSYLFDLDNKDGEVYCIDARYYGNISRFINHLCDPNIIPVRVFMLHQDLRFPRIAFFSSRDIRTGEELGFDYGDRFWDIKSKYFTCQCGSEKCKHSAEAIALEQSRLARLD
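G9a (20 nM) preincubated 15 min RT with compounds, then 500 nM biotinylated H3K9 peptide and 20 uM SAM added; 2 h RT reaction. Monomethyl-H3K9 product detected by AlphaScreen with anti-H3K9me1 antibody, streptavidin donor and anti-rabbit IgG acceptor beads.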
PI4K2A inh: blocks human PI4K2A kinase activity. Q9BTU6. purified PI4K2A, ADP-Glo luminescence, 1 h; active compounds read low. activity change, negative = inhibition, % at 76.9 µM. hit rate 0.13% among 420,000; in the data active = activity change below about -50%; inconclusive = mostly about -30% to -49%;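 note: -100% = wells without enzyme as full effect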
Target sequence (Q9BTU6 whole entry, looked up): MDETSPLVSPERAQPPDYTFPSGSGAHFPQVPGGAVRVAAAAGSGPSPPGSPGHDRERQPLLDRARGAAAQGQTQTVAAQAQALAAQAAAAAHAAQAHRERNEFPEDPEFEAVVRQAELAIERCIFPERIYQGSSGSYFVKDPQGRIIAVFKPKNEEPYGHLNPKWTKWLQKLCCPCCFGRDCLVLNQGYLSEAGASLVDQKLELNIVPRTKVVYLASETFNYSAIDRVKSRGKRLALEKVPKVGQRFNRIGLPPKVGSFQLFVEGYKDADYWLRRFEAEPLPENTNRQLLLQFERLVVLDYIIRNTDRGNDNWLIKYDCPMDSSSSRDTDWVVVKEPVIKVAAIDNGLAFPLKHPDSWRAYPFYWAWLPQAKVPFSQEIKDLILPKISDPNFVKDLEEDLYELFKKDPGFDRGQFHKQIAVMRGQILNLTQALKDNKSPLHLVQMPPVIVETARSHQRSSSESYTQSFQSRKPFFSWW
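PI4K2A activity was measured by ADP-Glo luminescence: enzyme (4 ug/mL stock) and phosphatidylinositol (1.2 mM stock) in Tris pH 7.5/MgCl2/EGTA/Triton X-100 buffer were reacted with ATP (300 microM stock) for one hour at ambient temperature.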
ERG-DNA inh: inhibitors of human ERG Ets domain-DNA interaction. fluorescence polarization, His-ERG Ets domain / labelled DNA. P11308. Potency, µM (series often up to 76.9 µM), inactives show at the highest dose FP activity, negative = inhibition, usual class: inhibitors. hit rate 0.028% among 370,000. AID 624246; active = well fitted inhibition curve with a large enough effect in the polarisation, with a control signal flat; inconclusive = small, poorly fitted or top-dose-only effect, or effect the other way, or a change in a side signal; inactive = no such curve, though single readings can be large or run the other way; the % refers to the polarisation;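 note: polarization taken with two DNA probes labelled with fluorescein and Texas red; potency is the fitted concentration of half-maximal effect; % of control where 0% means no effect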
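His-tagged ERG Ets domain (1 uM in the protein solution; 300mM KCl, 50mM Tris-HCl, 1mM EDTA, 1mM DTT, pH 7.5) received compound, then a probe mix of 5 nM fluorescein-DNA and 100nM Texas-615-DNA. Fluorescence polarization was read for both dyes.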
BAZ2B block: inhibitors of human BAZ2B bromodomain; Q9UIF8; AlphaScreen BAZ2B-H3K14Ac peptide displacement; Potency, µM (top dose mostly 114 µM), for inactives: at the top dose activity change, negative = inhibition, actives largely listed as inhibitors; hit rate 4.4% among 360,000; note: potency is the fitted concentration of half-maximal effect; % is set by controls: 0 for no effect and ±100 for the full control effect; nearly all actives have a fitted effect of over 60% in size
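Protein-peptide AlphaScreen: BAZ2B 50 nM, b-H3K14Ac 50 nM, 1x PBS pH 7.4 + 0.01% Tween-20. Preincubation 30 min RT; cpd 30 min RT (top 110 uM); beads 20 min RT, light-protected.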
Pin1 inh: human Pin1 inhibition; Q13526; Pin1 FP peptide displacement, HiFluor488, 10 min; Potency, µM (doses to about 115 µM), inactives show at the top dose activity, negative = inhibition, most hits filed as inhibitors; AID 504891; hit rate 0.009% among 390,000; active = well fitted inhibition curve with a large enough effect in the polarisation, with a control signal flat, not every such curve was filed as active; inconclusive = small, poorly fitted or top-dose-only effect, or effect the other way, or a change in a side signal; inactive = no such curve, though single readings can be large or run the other way; the % refers to the polarisation; note: potency is the fitted concentration of half-maximal effect; % is set by controls: 0 for no effect and ±100 for the full control effect
JMJD2A Tudor: JMJD2A Tudor domain (human) inhibition. O75164. AlphaScreen JMJD2A-Tudor / H3K4me3 peptide binding. Potency, µM (highest dose often 114 µM), inactives show top-dose activity change, negative = inhibition, most hits filed as inhibitors. hit rate 4.4% among 390,000. AID 504339; note: potency is the fitted concentration of half-maximal effect; % is set by controls: 0 for no effect and ±100 for the full control effect; nearly all actives have a fitted effect of over 50% in size
Active calls of the source: *; i = inactive; u = inconclusive; x = no result given; & = joins results of further samples; [ ] = dose if it differs, or a comment. Unless noted, calls come from the whole dose curve; as a rule, active = well fitted curve in the direction sought with a large enough effect; inconclusive = small, poorly fitted or top-dose-only effect, or another doubt; inactive = no such curve, though single readings can be large; an effect the other way counts as inactive or inconclusive.

SMILES	HP1b chromo inh	Tb PGK inh	GLS inhibitor	G9a inh	PI4K2A inh	ERG-DNA inh	BAZ2B block	Pin1 inh	JMJD2A Tudor
CCCc1nc(N2CCOCC2)c(C#N)c2c1CCCC2	53%[activator]	-5%	14%	3%[59 µM]	-1	-2%	30%	-12%	-16%
CCc1nc2ccc(C(=O)NCCc3ccc(OC)cc3)cc2nc1CC	52%[activator]	-3%	-7%	6%	2	13%	-1%	-3%	9%
Cc1cccc(C2CN(C)CCc3c2cc(O)c(O)c3Cl)c1 (stereo not drawn)	15%	2%	20%	24µM*	1&-1	11%	-8%	3%	-35%
O=C1NCCCC2c3c(cc(Br)c(O)c3Br)OC12N1CCOCC1 (stereo not drawn)	-30%	-5%	-13%	u	1	3%	x	-1%	u
Clc1ccc(OCCCn2cncn2)cc1Cl	-54%	-7%	5%	10µM*	6	-7%	22µM*	4%	8.9µM*
O=C(CSc1nnc(-c2ccncc2)n1C1CCCCC1)Nc1cccc(O)c1	12%	3%	12%	-9%[59 µM]	0	-7%	x	-5%	0%
O=C(CCCl)Nc1cc(SCCO)cc([N+](=O)[O-])c1	27%	-1%	1%	23%[59 µM]	9	5%	1%	-7%	3%
CCc1ccc(-n2nc(CO)c(C(=O)NCc3cccnc3)n2)cc1	56%[activator]	-3%	2%	-3%[59 µM]	2	-4%	-2%	-2%	-2%
O=C(NCc1ccccc1)c1cnc(N2CCCCC2)c2ccccc12	27%[57 µM]	i	1%	23%[59 µM]	0	-4%	28%	0%	10%
Cc1c(CCO)c(=O)n2n1CCCC2	32%	-10%	-10%	x	6	-11%	x	-4%	-17%
CCCC(=O)N(CCN1CCOCC1)c1nc2c(OCC)cccc2s1	42%[activator]	i	0%	-1%	-1	-2%	-4%	6%	-10%
O=C(CCC1CCCCC1)NCCS(=O)(=O)N1CCN(c2ccc(F)cc2)CC1	25%	i	-7%	-32%	-1	3%	-7%	-7%	-10%
CC(=O)c1ccc(N2CCN(c3ccnc4cc(Cl)ccc34)CC2)cc1	32%	i	4%	4%	2	5%	u	-8%	-13%
CCc1nc2ccccc2c(C(=O)Nc2ccc(C)cc2)c1C	40%[activator]	-2%	-2%	1%	3	5%	2%	-8%	0%
CCOC(=O)c1c(CC(C)C)csc1/N=C/C1=C(O)CCCC1=O	25%	i	-8%	x	-2	24%	u	u	-16%
CCc1cccc(NC(=O)CN(C)S(=O)(=O)c2cccc3nsnc23)c1	48%[activator]	-12%	-1%	-4%[59 µM]	2	-3%	3%	-2%	-9%
CC(C)CCN1C(=O)N(c2ccccc2)C(=O)C1CC(=O)Nc1ccc(Cl)cc1 (stereo not drawn)	49%[activator]	8%	-3%	2%[59 µM]	4	5%	3%	u	-5%
Cn1cc(Cl)c(C(=O)OCC(=O)Nc2ccccc2)n1	20%	-8%	7%	0%[59 µM]	1	-4%	3%	0%	-6%
CC(=O)c1cccc(NC(=O)c2ccc(N(Cc3ccccc3C)S(C)(=O)=O)cc2)c1	20%	-4%	-9%	20%[59 µM]	3	-2%	8%	20%	3%
CCCn1c(N)c(C(=O)CN2CCc3ccccc3C2)c(=O)n(C)c1=O	25%	-3%	-1%	8%	6	9%	22%	0%	-8%
CCC1CCCCN1CCCNC(=O)Cn1c(=O)c2cccn2c2cccnc21 (stereo not drawn)	18%	-3%	-3%	27%	-9	37%[activator]	-16%	-10%	-8%
Cc1nn2c(nc(N3CCOCC3)c3ccccc32)c1C=C(C#N)C#N	41%[activator]	0%	5%	14%	-13	11%	-3%	u	5%
Cc1nnc(NC(=O)c2oc3c(ccc4ccccc43)c2C)s1	-11%	11%	0%	6%[12.7 µM]	1	-4%	2%	0%	-18%[11.4 µM]
O=C(CCn1c(=O)c2cccn2c2ccc(F)cc21)NCCc1ccccc1	37%&42%[activator]	0%&6%	13%&-2%	-10%	-1&-6	36%&2%[activator]	-22%&-10%	u	-20%&-13%
CC1CCN(S(=O)(=O)c2nnc(NC(=O)c3ccc(C(C)C)cc3)s2)CC1	-17%	2%	5%	14µM*	-2	-5%	u	2%	u
CCCCOC(=O)CSc1nc2ccccc2o1	64%[activator]	2%	11%	-15%[12.7 µM]	-1	0%	114%[activator]	2%	69%[activator]
COc1ccccc1CCn1cc(C#N)c(=O)[nH]c1=O	57%[activator]	i	-4%	24%	3	-8%	5%	3%	6%
CCn1c(=O)c(C(=O)Nn2c(C)nc3ccccc3c2=O)c(O)c2ccccc21	37%	-10%	4%	10%[59 µM]	-6	-4%	50µM*	14%	-9%
O=C(OCC(=O)N1CCOCC1)c1cc(S(=O)(=O)N2CCOCC2)c(Cl)cc1Cl	34%	-2%	14%	-18%[59 µM]	-1	-8%	8%	-4%	-11%
CCCCOC(=O)c1ccc(NC(=O)C(CCS(C)(=O)=O)NC(C)=O)cc1 (stereo not drawn)	14%	-10%	0%	-21%[59 µM]	-6	-10%	-4%	3%	-9%
Cc1ccc(C(=O)Nc2ccccc2C(=O)NCc2ccco2)cc1S(=O)(=O)N1CCCCC1	8%	-9%	7%	16µM*	1	3%	-21%	14%	u
C[C@H](CO)N1C[C@H](C)[C@@H](CN(C)Cc2ccncc2)Oc2c(NS(=O)(=O)c3ccc(F)cc3)cccc2C1=O	41%[activator]	-7%	-1%	x	0	-17%	x	4%	-3%
COc1ccc(CNC(=O)c2ccc(NC(=O)C3CCCO3)cc2)cc1 (stereo not drawn)	23%	-6%	5%	-30%[59 µM]	4	2%	-4%	2%	-21%
Cc1cc(C)nc(CCNC(=O)c2cc(COc3c(C)cccc3C)on2)n1	35%	-2%	-1%	49%	0	-1%	3%	-5%	-12%
CCC(C)NC(=O)Cn1c(=O)n(CCCC(=O)NCc2ccccc2Cl)c(=O)c2ccccc21 (stereo not drawn)	21%	1%	0%	30%[59 µM]	1	4%	10%	2%	-9%
O=C(CNC(=O)c1ccc(Cl)cc1)NCCCn1ccnc1	19%	-1%	-7%	-37%	2	0%	79µM*	-7%	7%[57.1 µM]
Cc1n[nH]c(C)c1S(=O)(=O)NCCc1ccc(Cl)cc1	22%	-2%	1%	0%[12.7 µM]	-5	1%	7%	0%	-14%
COc1ccc(OC)c(S(=O)(=O)N2CCC(C(=O)NC3CCCCCC3)CC2)c1	-22%	i	1%	9%	-6	-8%	4%	-1%	-7%
Cc1ccnc2nc(C(=O)Nc3nnc(CC(C)C)s3)nn12	17%	-5%	-3%	25µM*	1	-15%	-35%	-12%	45µM*
CC(C)(C)[C@@H]1COC(=O)[C@@H](Cc2ccc(F)cc2)CC/C=C\C[C@@H](CC(=O)N(CCO)Cc2ccccc2)C(=O)N1	16%	-7%	2%	x	5	12%	x	0%	-19%
O=C(CSc1cccc[n+]1[O-])c1cccs1	15%	-10%	0%	18µM*	1	-3%	-12%	-3%	-9%
Cc1ccc(C(=O)N(Cc2ccco2)Cc2sccc2C)cc1	20%	-14%	-1%	-7%[59 µM]	1	-1%	28%	-1%	-14%
N#Cc1ccccc1NC(=O)C1SC(=Nc2ccccc2)C(C(=O)Nc2ccc(Cl)cc2)=C1N (stereo not drawn)	-6%	-1%	-21%	u	2	3%	u	1%	u
CN1CCN(C2=Cc3ccc(Cl)cc3Sc3ccc(F)cc32)CC1	-32%	-5%	13%	u	-4	3%	50µM*	10%	56µM*
O=C(Nc1ccnn1C1CCN(Cc2ccccc2OC(F)F)CC1)c1cccnc1	31%	0%	2%	2%	5	-12%	-3%	-6%	-16%
COc1cccc(CN(C)C(=O)c2cccc(S(=O)(=O)N3CCN(c4ccccc4)CC3)c2)c1OC	17%	i	15%	x	-3	7%	x	-2%	-31%
O=C(Nc1ccc(Cl)c(Cl)c1)c1ccc(Cn2cc(Cl)cn2)cc1	24%	2%	-7%	-31%	2	2%	8%	3%	6%
Cc1ccc(C)c(NC(=O)Cc2coc3cc(C)cc(C)c23)c1	28%	12%	4%	-4%[59 µM]	0	1%	2%	13%	-18%
C=CCn1c(-c2cccn(Cc3ccc(Cl)cc3Cl)c2=O)n[nH]c1=S	12%	5%	u	2.8µM*	1	-3%	8%	2%	56µM*
CC(C)n1c(SCC(=O)Nc2ccccc2N2CCCCC2)nc2c1c(=O)n(C)c(=O)n2C	21%	-8%	-2%	5%[59 µM]	-4	x	-21%	-7%	-18%
Cc1ccc(S(=O)(=O)c2nnn3c2nc(N2CCOCC2)c2sccc23)cc1C	57%[activator]	8%	5%	0%[59 µM]	0	9%	-3%	28%	-30%
Cc1ccc2oc3c(c(=O)c2c1)C(c1cccs1)N(CCCN(C)C)C3=O (stereo not drawn)	18%	0%	17%	40µM*	-2	-5%	-23%	-2%	-22%
Cc1ccc(-c2noc(CN(C(=O)C34CC5CC(CC(C5)C3)C4)C(C)C)n2)cc1	15%	i	2%	11%[12.7 µM]	-2	-8%	-10%	-3%	-17%
CCC(SC1=N/C(=C/c2ccccc2)C(=O)N1c1ccccc1)C(=O)Nc1cc(C)on1 (stereo not drawn)	27%	-2%	3%	12%	4	13%	0%	u	-15%
O=C1CC(N2CCN(Cc3ccccc3)CC2)C(=O)N1CCc1ccccc1 (stereo not drawn)	29%	5%	6%	14%	2	-3%	1%	-2%	-16%
